# C2C12 statin: protects C2C12 myotubes from simvastatin toxicity | ATP luminescence, 48 h; scaled: DMSO 0, geranylgeraniol control 100 | rescue of ATP level, % at 7.49 µM | hit rate 0.78% among 330,000;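 active = mean ATP rescue above about 67%, or every replicate alone reaching that limit, limit read from the data, passing the limit was not always enough; inconclusive = no clear call, values can overlap the other calls; inactive = mean under the limit and some replicate under it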;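 note: myotubes were challenged with 10 µM simvastatin during compound exposure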
# DENV2 CPE rescue: protects cells from dengue virus 2 cytopathic effect | DENV2-infected cells, cytopathic effect rescue, plate reader | CPE inhibition, % at 9.99 µM | hit rate 1.7% among 350,000 | AID 651640; in the data active = CPE inhibition above about 20%, passing the limit was not always enough; inconclusive = no clear call, values can overlap the other calls; tested in BHK-21 cells;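 note: 0% = median of neutral control wells and 100% = median of positive control wells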
# ERp5 inh: ERp5 (human) disulfide isomerase inhibition. Q15084. ERp5 insulin aggregation, absorbance 650 nm, 90 min. inhibition, % at 9.99 µM. hit rate 0.05% among 350,000;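 active = mean replicate inhibition above about 25%, with every replicate also reaching it, limit read from the data, passing the limit was not always enough; inconclusive = only one of those two criteria met; inactive = neither criterion met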
# E-sel inducer: E-selectin induction on HUVECs. P16581. HUVEC E-selectin immunofluorescence imaging; normalized: neutral wells 0, TNF-alpha wells 100. activation, % at 7.58 µM. hit rate 0.37% among 260,000;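 active = mean E-selectin-positive cell signal at least 10% of the positive control, reached in at least 60% of replicates, without over 20% cell loss; inconclusive = no rule given, readout overlaps actives, possibly toxicity-flagged; inactive = the rest, including those meeting only one limit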;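 note: in these data hits start at about 27%; measured in HUVEC primary endothelial cells; signal is the percent of cells scored E-selectin positive by PE staining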
# Target sequence (P16581 whole entry, looked up): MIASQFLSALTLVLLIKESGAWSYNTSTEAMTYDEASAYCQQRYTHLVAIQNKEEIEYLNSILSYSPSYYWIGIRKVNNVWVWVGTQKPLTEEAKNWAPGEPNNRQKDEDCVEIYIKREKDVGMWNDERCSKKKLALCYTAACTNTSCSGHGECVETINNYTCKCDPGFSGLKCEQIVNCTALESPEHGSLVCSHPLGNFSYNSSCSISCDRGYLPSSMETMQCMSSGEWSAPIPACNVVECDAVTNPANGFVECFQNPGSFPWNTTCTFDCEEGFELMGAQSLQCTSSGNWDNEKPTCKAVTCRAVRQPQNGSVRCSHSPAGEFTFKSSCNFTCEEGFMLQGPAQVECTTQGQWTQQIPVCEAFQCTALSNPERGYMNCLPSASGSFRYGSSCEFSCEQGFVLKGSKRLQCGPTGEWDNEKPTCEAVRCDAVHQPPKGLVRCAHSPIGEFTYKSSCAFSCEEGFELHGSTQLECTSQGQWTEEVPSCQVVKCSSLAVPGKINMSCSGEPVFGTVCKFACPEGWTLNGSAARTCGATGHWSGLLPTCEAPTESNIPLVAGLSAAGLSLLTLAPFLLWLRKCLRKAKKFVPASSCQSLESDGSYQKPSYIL
#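 Material: HUVEC primary endothelial cells; Amount: 3,000 cells per well; Dosing: single concentration; Medium: EGM-2 growth medium on 0.1% gelatin-coated wells; Read-out basis: percent E-selectin-positive cells; Signal: immunofluorescence imaging; Control set: TNF-alpha, DMSO.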
# SIRT5 inh: blocks human SIRT5 desuccinylation of peptide | Q9NXA8 | Purified SirT5, succinyl-peptide AMC, trypsin-coupled fluorescence | inhibition, % at 15 µM | hit rate 1.1% among 330,000 | AID 652115; in the data active = inhibition above about 15%; inconclusive = no clear call, values can overlap the other calls
# Target sequence (Q9NXA8 whole entry, looked up): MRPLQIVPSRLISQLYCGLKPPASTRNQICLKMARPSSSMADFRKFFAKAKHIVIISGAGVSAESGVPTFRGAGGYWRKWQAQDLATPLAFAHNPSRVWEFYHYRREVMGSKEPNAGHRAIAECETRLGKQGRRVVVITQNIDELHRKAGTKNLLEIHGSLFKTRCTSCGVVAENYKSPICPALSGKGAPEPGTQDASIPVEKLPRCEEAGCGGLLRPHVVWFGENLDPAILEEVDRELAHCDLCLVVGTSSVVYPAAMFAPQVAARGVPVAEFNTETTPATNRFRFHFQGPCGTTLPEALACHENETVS
# PglD DTNB: inhibitors of Campylobacter jejuni PglD acetyltransferase. purified PglD enzyme, DTNB colorimetric CoA detection. inhibition, % at 12.5 µM. hit rate 0.098% among 360,000. AID 602405; in the data active = inhibition above about 16%, passing the limit was not always enough; inconclusive = no clear call, values can overlap the other calls; note: strong numbers were not always called active
# S100A4 MyoIIA: inhibitors of human S100A4 binding to myosin IIA peptide; P26447; S100A4/TAMRA-MyoIIA peptide fluorescence polarization; inhibition, % at 10.7 µM; hit rate 0.14% among 360,000;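 active = mean inhibition of at least 70% across replicates, with every replicate also reaching that level; inconclusive = mean inhibition reaches 70% but some replicates fall short; inactive = mean inhibition below 70%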
# Target sequence (P26447 whole entry, looked up): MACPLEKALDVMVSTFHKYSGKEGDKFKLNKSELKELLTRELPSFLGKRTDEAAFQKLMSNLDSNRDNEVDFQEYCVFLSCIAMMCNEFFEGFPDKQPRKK
#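 Material: S100A4 monomer (human). Medium: Calcium-containing HEPES buffer, pH 7.2. Probe or stimulus: labelled myosin peptide probe, 5 nM. Compound dosing: one concentration per compound. Timing: polarization read 5 min after assay mix addition, stable 5–60 min. Benchmarks: DMSO as neutral control, TFP as positive control.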
# Numbers without * were called inactive; ? = inconclusive; . = no result given; & = joins results of further samples.
SMILES,C2C12 statin,DENV2 CPE rescue,ERp5 inh,E-sel inducer,SIRT5 inh,PglD DTNB,S100A4 MyoIIA
C[C@H](CO)N1C[C@H](C)[C@H](CN(C)C(=O)Nc2ccc(F)cc2)Oc2ccc(NC(=O)CCCCCC(=O)Nc3ccccc3N)cc2C1=O,.,5,0,-15,.,.,4
COc1ccccc1Cc1c(C(C)(C)C)nc2c3ccccc3ccn12,-5,-1,1,?,.,-6,-3
COc1cccc(CC(=O)Nc2ccc(S(=O)(=O)Nc3nccs3)cc2)c1,-1,-1,-5,-0.3,-2,-1,-2
N#C/C(=C\c1ccc2c(c1)OCO2)C(N)=S,.,0,-9,2.6,-5,-4,-9
O=C(O)Cn1ccc2cc(S(=O)(=O)N3CCCCCC3)ccc21,47,-1,-2,.,0,-1,1
CN(C)CCCNC(=O)[C@H]1[C@H](CO)[C@H]2Cn3c(ccc(-c4cccnc4)c3=O)[C@@H]1N2C(=O)CC1CC1,-3,-2,2,-0.1,-27,0,-2
Cc1ccc(C(=O)N2CCCCC2)cc1S(=O)(=O)N1CCCCCC1,-16,-8,4,.,4,-2,1
Cc1ccc(S(=O)(=O)N(C)C[C@@H]2OCCCC[C@@H](C)Oc3ccc(NC(=O)CCCN(C)C)cc3C(=O)N([C@@H](C)CO)C[C@H]2C)cc1,.,5,5,.,-2,2,-2
COc1cccc(-c2ccc3c(c2)[C@H]2[C@H](CCN2S(=O)(=O)c2ccccc2F)[C@H](CO)N3)c1,11,7,3,-0.1,9,1,-9
CCN(CC(=O)Nc1ccccc1-c1ccccc1)Cc1nc2ccccc2c(=O)[nH]1,-41,-2,-10,-0.1,-3,5,-2
Cn1c(=O)c2c(nc(SCC(=O)NCC3CCCO3)n2C)n(C)c1=O (stereo not drawn),0,12,2,.,-4,3,-11
C[C@H](CO)N1C[C@H](C)[C@H](CN(C)S(=O)(=O)c2ccc(F)cc2)Oc2ncc(Br)cc2C1=O,1&0&12,?,0&-3&-2,-0.1&-0.1,-2&7&3,0&-1&-1,3&0&-43
O=C(COC(=O)c1cccs1)NCCC1=CCCCC1,.,14,1,4.4,-1,.,3
CCCCc1c(-c2ccccc2OC)ncn1Cc1ccccc1F,.,-11,-2,0.0,.,.,0
CCOC(=O)/C=C1\CN(CCC(C)C)S(=O)(=O)c2ccccc21,-2,.,0,0.2,.,-7,-2
CN1C(=O)c2cc(NS(=O)(=O)c3cccc(F)c3)ccc2OC[C@@H]2O[C@@H](CC(=O)N3CCc4ccccc4C3)CC[C@H]21,20,.,.,0.1,.,1,.
CO[C@H]1CN(C)C(=O)c2ccc(NC(C)=O)cc2OC[C@@H](C)NC[C@H]1C,2,?,-1,-0.2,-2,1,5
Cc1ccccc1NC(=O)CSc1nnc(CNC(=O)c2ccco2)n1C,-3,4,-1,1.5,-6,-1,1
O=C(COC(=O)c1cnccn1)Nc1ccc(Cl)cc1C(F)(F)F,5,-5,2,-0.2,-1,-6,-2
CCc1ccc(NC(=O)COc2ccc(F)cc2C(=O)c2cnn(-c3ccccc3)c2)cc1,.,5,6,-1.5,0,.,1
COc1ccc(NC(=O)[C@@H]2O[C@H](CO)[C@H](O)[C@H](O)[C@H]2O)cc1F,15,?,5,2.5,-5,5,3
COc1ccccc1-n1c(SCC(N)=O)nc2c(c1=O)SCC2,13,-12,2,0.1,3,1,-3
O=C(Nc1nc2ccsc2c(=O)s1)c1ccc(F)cc1Cl,.,10,-4,.,-4,-8,-1
Cc1ccc(OCC(=O)O/N=C(\N)c2cccnc2)cc1,.,-3,-6,0.0,4,.,6
C=CCNC(=O)NC(=O)COC(=O)c1nc2nccc(C)n2n1,10,.,1,3.2,-3,-1,-5

# 3 entries out of the list, sorted by formula weight, high to low:
SMILES,C2C12 statin,DENV2 CPE rescue,ERp5 inh,E-sel inducer,SIRT5 inh,PglD DTNB,S100A4 MyoIIA
Cc1ccc(S(=O)(=O)N(C)C[C@@H]2OCCCC[C@@H](C)Oc3ccc(NC(=O)CCCN(C)C)cc3C(=O)N([C@@H](C)CO)C[C@H]2C)cc1,.,5,5,.,-2,2,-2
O=C(COC(=O)c1cccs1)NCCC1=CCCCC1,.,14,1,4.4,-1,.,3
N#C/C(=C\c1ccc2c(c1)OCO2)C(N)=S,.,0,-9,2.6,-5,-4,-9

# Continued.
SMILES,C2C12 statin,DENV2 CPE rescue,ERp5 inh,E-sel inducer,SIRT5 inh,PglD DTNB,S100A4 MyoIIA
COc1cccc(-c2cccc(NC(=O)C3CCN(Cc4cccc(C)n4)CC3)c2)c1,-2,1,-14,-4.4,-1,-1,1
C=CCN(CC=C)C(=O)CN1C(=O)NC(C)(c2ccc3cc(OC)ccc3c2)C1=O (stereo not drawn),5,2,0,-0.2,0,2,-2
COc1ccccc1NC(=S)NCc1ccc(F)cc1,-1,3,3,.,.,-1,2
C[C@@H]1CN([C@@H](C)CO)C(=O)c2cccc(NC(=O)Nc3ccc(C(F)(F)F)cc3)c2O[C@@H]1CN(C)Cc1ccccc1,-34,2,-3,-0.6,-2,-6,-9
O=C(COC(=O)C1=COCCO1)Nc1ccc([N+](=O)[O-])cc1C(F)(F)F,-2,-4,-4,.,1,-3,1
CN(C)C(=O)c1cccc(-c2ccc([C@H]3[C@H]4CN(C(=O)C5CCCC5)CC(=O)N4[C@H]3CO)cc2)c1,.,14,3,0.6,6,.,-10
Cc1c(C(=O)N2CC3(CC(c4cccc(NC(=O)[C@H]5CCC(=O)N5)c4)=NO3)C[C@@H]2C(N)=O)cc([N+](=O)[O-])cc1[N+](=O)[O-] (stereo partly drawn),5,2,2,0.0,.,-2,0
O=C(CN(c1ccc(F)cc1)S(=O)(=O)c1ccccc1)Nc1ccccc1C(=O)O,9,-5,0,.,1,.,2
CC(NC(=O)c1cccc(S(=O)(=O)N2CCc3ccccc3C2)c1)c1ccco1 (stereo not drawn),-5,1,-2,-0.3,-2,2,-14
CC1OC(CCc2cccc(Cl)c2)Cc2[nH]c(=S)[nH]c(=O)c21 (stereo not drawn),.,40*,-2,0.6,.,.,2
CCC(=O)N1CC[C@H]2[C@@H]1c1cc(-c3ccc(OC)cc3)ccc1N(C)[C@H]2CO,8,1,1,0.2,4,0,16
COc1ccc(C(=O)NCC(=O)NCC(=O)OCC(=O)c2ccc(C)cc2)cc1,1,2,3,-0.3,-3,-4,-3
C[C@H](CO)N1C[C@H](C)[C@H](CN(C)CC2CC2)OCCCC[C@H](C)Oc2ccc(NS(=O)(=O)c3ccc(Cl)cc3)cc2C1=O,.,-5,3,0.0,0,-3,3
CCN(CC)S(=O)(=O)c1cccc(-c2n[nH]c(=S)n2CC(C)C)c1,.,-5,-1,3.4,-3,.,-2
O=C(NCCN1CCCC(O)C1)c1cc(COc2c(F)cccc2F)on1 (stereo not drawn),-2,10,0,.,2,-3,-7
O=C(COC(=O)/C=C/c1ccccc1[N+](=O)[O-])NNC(=O)c1ccc(F)cc1,4,-2,2,-0.4,-1,-3,-2
COC(=O)[C@@H](NC(=O)NCc1ccccc1F)C(C)C,-6,8,-4,.,-7,2,-6
Cc1ccc(S(=O)(=O)Nc2ccc3c(c2)C(=O)N([C@@H](C)CO)C[C@@H](C)[C@H](CN(C)S(=O)(=O)c2ccccc2)OCCCC[C@@H](C)O3)cc1,.,9,1,-0.1,9,-2,-2
CC(C#N)Sc1ncnc2sc(-c3ccccc3)cc12 (stereo not drawn),-1,0,0,0.0,9,3,-3
Cc1ccc(OCCNC(=O)c2cccc(S(=O)(=O)N3CCN(C)CC3)c2)cc1,0,18,2,.,-2,5,0
O=C(COC(=O)c1ccc2ncsc2c1)Nc1cc([N+](=O)[O-])ccc1Cl,-14,5,-3,0.2,-7,-3,-3
CC(C)c1ccccc1NC(=O)Nc1nnc([C@H]2C[C@H](O)[C@@H](CO)O2)s1,-1,-2,4,-0.1,-3,4,-1
C[C@H]1CN([C@@H](C)CO)C(=O)c2cccc(NC(=O)C3CC3)c2O[C@@H]1CN(C)S(C)(=O)=O,5,0,0,-0.3,-8,-2,6
C[C@@H]1CN([C@@H](C)CO)C(=O)c2cc(NC(=O)Nc3ccccc3)ccc2O[C@@H]1CN(C)C,-21,3,1,-5.0,-3,-2,6
CCOc1ccccc1Nc1nnc(SCC(=O)NC(=O)c2cccn2C)s1,.,13,4,.,-8,.,2

# DENV2 CPE rescue, hit marks shown above.
compound	DENV2 CPE rescue	ERp5 inh	SIRT5 inh	PglD DTNB	S100A4 MyoIIA
CC1OC(CCc2cccc(Cl)c2)Cc2[nH]c(=S)[nH]c(=O)c21 (stereo not drawn)	40*	-2	.	.	2

# Other records
SMILES,C2C12 statin,DENV2 CPE rescue,ERp5 inh,E-sel inducer,SIRT5 inh,PglD DTNB,S100A4 MyoIIA
FC(F)(F)c1cccc(N2CCCCC2)c1,-5,-7,15,-0.1,7,-2,-3
Cc1nc(SCc2ccc(Cl)cc2)ncc1C(=O)O,.,2,-5,.,6,.,8
O=C(CNC(=O)c1ccccc1Br)N/N=C/c1ccccc1O,.,6,-7,.,0,.,3
Cc1cccc(N2CC(C)Cn3c2nc2c3c(=O)[nH]c(=O)n2C)c1 (stereo not drawn),-2,4,1,-0.1,0,.,-1
CN(C)S(=O)(=O)c1ccc2c(c1)C(=O)c1cc(S(=O)(=O)N(C)C)ccc1CC2,-57,-8,0,.,.,-5,-2
Cc1noc(C)c1NC(=O)Nc1ccc2c(c1)C(=O)N(C)[C@H]1CC[C@H](CC(=O)N(C)C)O[C@@H]1CO2,19,-6,-2,-0.1,-2,-4,2
COC(=O)[C@@]1(Cc2ccc(F)cc2)[C@H]2c3cc(C(=O)N4CCCC4)n(Cc4ccc(OC(F)(F)F)cc4)c3C[C@H]2CN1C(=O)c1ccccc1,.,-12,2,-7.5,-4,.,-12
CCN(CC(=O)Nc1ccccc1C(F)(F)F)CC(=O)c1[nH]c(C)c(C(C)=O)c1C,-10,-19,-5,-0.1,.,1,-7
Cc1ccccc1CN(C)C(C)C(=O)Nc1ccccc1F (stereo not drawn),.,5,-1,1.4,-3,.,-7
CCOC(=O)Nc1ccc2c(COC(=O)CN(C)S(=O)(=O)c3ccc(C)cc3)cc(=O)oc2c1,-16,1,-4,-0.1,-2,-3,-1
COCCCN1C(=O)c2ccc(C(=O)Nc3ccc(C)cc3C)cc2C1=O,12,4,4,-0.1,-3,5,-7
CCCCn1cnc2c(SCc3ccc(Br)cc3)nc(N)nc21,-5,2,2,.,-4,-3,12
COc1ccc(CCNC(=O)C2CCN(c3nccc(C)n3)CC2)cc1,.,7,4,0.5,-6,.,1
COc1ccc(N=c2oc3cc(O)ccc3cc2C(=O)Nc2ccccn2)cc1OC,.,0,-4,.,0,.,0
CC(=O)OCC(=O)N1CCN(c2ccc([N+](=O)[O-])cc2)CC1,.,4,-3,0.7,3,.,4
O=C(O)c1ccc(N/N=C/c2cn(Cc3ccccc3F)c3ccccc23)cc1,-25,-3,0,.,5,3,-8

# Single records (already shown). Order of screens: C2C12 statin	DENV2 CPE rescue	ERp5 inh	E-sel inducer	SIRT5 inh	PglD DTNB	S100A4 MyoIIA
# Shown for CCN(CC(=O)Nc1ccccc1-c1ccccc1)Cc1nc2ccccc2c(=O)[nH]1 → -41	-2	-10	-0.1	-3	5	-2
# Shown for CC1OC(CCc2cccc(Cl)c2)Cc2[nH]c(=S)[nH]c(=O)c21 (stereo not drawn) → .	40*	-2	0.6	.	.	2
# Shown for Cc1ccccc1NC(=O)CSc1nnc(CNC(=O)c2ccco2)n1C → -3	4	-1	1.5	-6	-1	1
# Shown for COC(=O)[C@@]1(Cc2ccc(F)cc2)[C@H]2c3cc(C(=O)N4CCCC4)n(Cc4ccc(OC(F)(F)F)cc4)c3C[C@H]2CN1C(=O)c1ccccc1 → .	-12	2	-7.5	-4	.	-12
# Shown for COc1cccc(CC(=O)Nc2ccc(S(=O)(=O)Nc3nccs3)cc2)c1 → -1	-1	-5	-0.3	-2	-1	-2

# Bioassay records: PubChem, Broad Institute

# An excerpt; rates above refer to the full screens.
